# p53 PUMA act = mutant p53 pathway re-activators, primary screen, cell-based, SW480, luciferase, single point, HTS; SW480 PUMA-promoter luciferase, p53 mutant reactivation; activation, % at 9.98 µM; hit rate 1.5% among 28,000; in the data active = activation above about 52%
# STK33 inh = STK33 kinase inhibitors, primary screen, biochemical, luminescence, ADP-Glo, MBP substrate; hit rate 0.44% among 27,000; inhibition, % at 12.5 µM; Serine/threonine-protein kinase 33 (Homo sapiens), Q9BYT3; AID 2322, 2010; in the data active = inhibition above about 20%
# Target sequence (Q9BYT3 whole entry, looked up): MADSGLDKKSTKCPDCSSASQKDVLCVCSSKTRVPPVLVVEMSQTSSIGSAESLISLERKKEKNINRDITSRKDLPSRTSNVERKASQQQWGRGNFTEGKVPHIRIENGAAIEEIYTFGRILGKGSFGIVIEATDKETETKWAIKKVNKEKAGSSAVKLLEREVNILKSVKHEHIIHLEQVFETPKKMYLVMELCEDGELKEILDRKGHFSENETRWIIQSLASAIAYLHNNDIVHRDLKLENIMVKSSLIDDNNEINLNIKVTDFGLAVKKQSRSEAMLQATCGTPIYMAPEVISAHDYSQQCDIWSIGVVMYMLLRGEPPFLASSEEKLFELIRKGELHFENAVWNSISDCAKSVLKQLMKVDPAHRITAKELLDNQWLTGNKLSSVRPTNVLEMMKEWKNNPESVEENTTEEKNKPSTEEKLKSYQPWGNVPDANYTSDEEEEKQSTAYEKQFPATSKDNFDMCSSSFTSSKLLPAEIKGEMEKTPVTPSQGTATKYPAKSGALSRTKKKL
# An asterisk follows results filed as active; . = no result given.
no.	Structure	p53 PUMA act	STK33 inh
1	C/C(=C\C(=O)O)CCC1C(C)(O)CCC2C(C)(CO)CCCC12C (centres undefined)	11	-3
2	CCC(CO)NS(=O)(=O)c1ccc(OC)c(-c2nnc3c4ccccc4c(C)nn23)c1 (centres undefined)	-6	-1
3	C[C@H](CO)N1C[C@H](C)[C@@H](CN(C)C(=O)Nc2ccc3c(c2)OCO3)Oc2ccc(NC(=O)c3ccncc3)cc2C1=O	-4	.
4	Cc1ccccc1NC(=O)CSc1nc(-c2ccc(Cl)cc2)cc(C(F)(F)F)n1	-34	-1
5	CN(CC(=O)Nc1ccccc1Br)S(=O)(=O)c1ccc2ccccc2c1	3	0
6	C[C@H](CO)N1C[C@H](C)[C@H](CN(C)C(=O)Nc2ccc(C(F)(F)F)cc2)Oc2ccc(N(C)C)cc2C1=O	.	-2
7	Cc1ccccc1-c1ccc2c(c1)O[C@H](CN(C)Cc1ccc(C(=O)O)cc1)[C@H](C)CN([C@H](C)CO)S2(=O)=O	1	.
8	COc1ccc(CN(C)C[C@@H]2Oc3ccc(NC(=O)Nc4ccccc4)cc3C(=O)N([C@H](C)CO)C[C@@H]2C)cc1	.	-4
9	C[C@H](CO)N1C[C@H](C)[C@@H](CN(C)S(=O)(=O)c2cccc(F)c2)Oc2ncc(-c3cccc(C(=O)N(C)C)c3)cc2C1=O	4	.
10	Cc1ccc(S(=O)(=O)N(C)C[C@@H]2OCCCC[C@@H](C)Oc3ccc(NC(=O)NC4CCCCC4)cc3C(=O)N([C@H](C)CO)C[C@@H]2C)cc1	.	2
11	C[C@H](CO)N1C[C@H](C)[C@H](CN(C)S(=O)(=O)c2ccc(Cl)cc2)Oc2ccc(NC(=O)Nc3ccc(F)cc3)cc2CC1=O	.	-3
12	C[C@@H]1CCCCO[C@@H](CN(C)Cc2ccc(C(=O)O)cc2)[C@@H](C)CN([C@H](C)CO)C(=O)c2cc(N(C)C)ccc2O1	.	1
13	C[C@H](CO)N1C[C@H](C)[C@@H](CN(C)C(=O)Nc2ccccc2F)OCc2cn(nn2)CCCC1=O	0	-3
14	Cc1cccc(NC(=O)CSc2nnc3n(C)c4ccccc4n23)c1	-5	4
15	CNC[C@@H]1Oc2c(NS(=O)(=O)c3ccc(OC)cc3)cccc2C(=O)N([C@H](C)CO)C[C@@H]1C	2	.

# Values by screen from above:
# Nos. 2 to 7 in p53 PUMA act: -6, -4, -34, 3, ., 1

# Compound profiles, from the list above. Order of values: p53 PUMA act | STK33 inh
# C[C@@H]1CCCCO[C@@H](CN(C)Cc2ccc(C(=O)O)cc2)[C@@H](C)CN([C@H](C)CO)C(=O)c2cc(N(C)C)ccc2O1 as listed: . | 1
# C[C@H](CO)N1C[C@H](C)[C@H](CN(C)S(=O)(=O)c2ccc(Cl)cc2)Oc2ccc(NC(=O)Nc3ccc(F)cc3)cc2CC1=O as listed: . | -3
# CCC(CO)NS(=O)(=O)c1ccc(OC)c(-c2nnc3c4ccccc4c(C)nn23)c1 (centres undefined) as listed: -6 | -1
# C[C@H](CO)N1C[C@H](C)[C@@H](CN(C)C(=O)Nc2ccccc2F)OCc2cn(nn2)CCCC1=O as listed: 0 | -3

# (listing goes on)
no.	Structure	p53 PUMA act	STK33 inh
16	C/C=C/[C@@H](CCn1cc([C@H](O)c2ccccc2)nn1)[Si](C)(C)c1ccc(OC)cc1	.	8
17	C[C@@H]1CN([C@@H](C)CO)C(=O)Cc2cc(NC(=O)Cc3cn(C)c4ccccc34)ccc2O[C@@H]1CN(C)S(=O)(=O)c1ccccc1	.	0
18	COc1cccc(CN(C)C[C@H]2OCc3cn(nn3)CCCC(=O)N([C@@H](C)CO)C[C@H]2C)c1	.	-3
19	C/C=C1\[C@H]2C=C(C)C[C@]1(N)c1ccc(=O)[nH]c1C2	.	1
20	C=C1C(=O)OC2CC(C)C3(/C=C/C(C)=O)OC3CC12 (centres undefined)	.	-4
21	C[C@@H]1CCCCO[C@@H](CN(C)S(=O)(=O)c2ccccc2)[C@@H](C)CN([C@@H](C)CO)C(=O)c2cc(NC(=O)CCCN(C)C)ccc2O1	8	.
22	CC(C)c1ccc(OCC(=O)Nc2ccc(O)cc2C(=O)O)cc1	-3	-1
23	Cc1occc1-c1nnc(SCC(=O)Nc2cccc(Cl)c2)n1-c1ccccc1	4	3
24	C[C@@H]1CCCCO[C@H](CN(C)S(=O)(=O)c2cn(C)cn2)[C@@H](C)CN([C@H](C)CO)C(=O)c2cc(NS(=O)(=O)c3ccc(F)cc3)ccc2O1	.	-1
25	C[C@H]1CN([C@@H](C)CO)C(=O)Cc2cc(NS(=O)(=O)c3ccc(F)cc3)ccc2O[C@@H]1CN(C)S(=O)(=O)c1cn(C)cn1	.	1
26	Clc1cccc(C=NC=Nc2cccc(Cl)c2)c1	73*	.
27	COC(=O)c1ccccc1NC(=O)CC1Sc2ccc(C(F)(F)F)cc2NC1=O (centres undefined)	0	-3
28	Cc1cc2c(CO)cc(SCC(O)C(=O)O)cc2o1 (centres undefined)	13	-4
29	C[C@@H]1CN([C@@H](C)CO)C(=O)c2cc(NS(=O)(=O)c3cn(C)cn3)ccc2O[C@@H]1CN(C)C(=O)Nc1cccc2ccccc12	.	3
30	O=C(COc1ccc2ccccc2c1)Nc1ccccc1C(=O)Nc1ccc(F)cc1	4	9
31	C[C@@H]1CN([C@@H](C)CO)C(=O)c2cc(NC(=O)Nc3cccc4ccccc34)ccc2O[C@@H]1CN(C)C(=O)Nc1ccc(C(F)(F)F)cc1	.	0
32	CCOc1ccc(-c2nc3ccc(-c4nc5ccc(N6CCN(C)CC6)cc5[nH]4)cc3[nH]2)cc1	.	-1
33	C[C@H]1CN([C@@H](C)CO)C(=O)CCCn2nncc2CO[C@@H]1CN(C)C(=O)Cc1ccccc1	.	-3
34	O=C(Nc1ccc(-c2nc3ccccc3o2)c(O)c1)c1ncn[nH]1	-35	-4
35	C[C@@H]1CN([C@@H](C)CO)C(=O)c2cc(C#CC3CCCCC3)cnc2O[C@@H]1CN(C)Cc1cncnc1	4	.
36	C[C@H]1CN([C@@H](C)CO)C(=O)Cc2cc(NC(=O)Nc3ccc(F)cc3)ccc2O[C@H]1CN(C)Cc1ccc(C(=O)O)cc1	-3	-1
37	COc1ccc(S(=O)(=O)Nc2ccc3c(c2)C(=O)N([C@H](C)CO)C[C@H](C)[C@H](CN(C)C(=O)Nc2ccc(F)cc2)OCCCC[C@@H](C)O3)cc1	.	2
38	CNC[C@@H]1Oc2ccc(NC(=O)Nc3cccc4ccccc34)cc2CC(=O)N([C@@H](C)CO)C[C@@H]1C	0	-1
39	CCOC(=O)c1c(NC(=S)NCc2cc(C)n(C)n2)sc2c1CCCC2	-2	3
40	COc1ccc([Si](C)(C)[C@@H]2[C@@H](CCO)O[C@]3(C(=O)N(C)c4ccccc43)[C@H]2C)cc1	.	0
41	C[C@H](CO)N1C[C@H](C)[C@H](CN(C)S(=O)(=O)c2ccccc2)Oc2ccc(NC(=O)Cn3cnnn3)cc2CC1=O	5	0
42	CC1CC(=O)c2cnc(N3CCc4ccccc43)nc2C1 (centres undefined)	3	.
43	C[C@@H]1CCCCO[C@H](CN(C)C(=O)Cc2ccccc2)[C@@H](C)CN([C@H](C)CO)C(=O)c2cc(NS(=O)(=O)c3cn(C)cn3)ccc2O1	.	-4
44	C[C@@H]1CN([C@H](C)CO)C(=O)c2cccc(NS(=O)(=O)c3cn(C)cn3)c2O[C@@H]1CN(C)C(=O)Nc1ccc(C(F)(F)F)cc1	9	.
45	COc1cccc(NC(=O)N(C)C[C@H]2OCc3cn(nn3)CCCC(=O)N([C@@H](C)CO)C[C@@H]2C)c1	.	2

# Structures listed so far containing an aryl thioether with sulfur outside any ring:
no.	Structure	p53 PUMA act	STK33 inh
4	Cc1ccccc1NC(=O)CSc1nc(-c2ccc(Cl)cc2)cc(C(F)(F)F)n1	-34	-1
14	Cc1cccc(NC(=O)CSc2nnc3n(C)c4ccccc4n23)c1	-5	4
23	Cc1occc1-c1nnc(SCC(=O)Nc2cccc(Cl)c2)n1-c1ccccc1	4	3
28	Cc1cc2c(CO)cc(SCC(O)C(=O)O)cc2o1 (centres undefined)	13	-4

# (list continues)
no.	Structure	p53 PUMA act	STK33 inh
46	Cc1noc(C)c1NC(=O)N(C)C[C@@H]1OCCCC[C@@H](C)Oc2ccc(NS(C)(=O)=O)cc2C(=O)N([C@H](C)CO)C[C@@H]1C	6	2
47	Cc1cc2cc3c(C)cc(=O)oc3c(C)c2o1	.	1
48	Cc1cccn2c(=O)c3cc(C(=O)NC4CCSC4=O)sc3nc12 (centres undefined)	10	.
49	COc1ccc(NC(=O)N(C)C[C@H]2Oc3ccc(NC(=O)Nc4c(C)noc4C)cc3CC(=O)N([C@H](C)CO)C[C@H]2C)cc1	.	-4
50	C[C@H]1CN([C@@H](C)CO)C(=O)c2cc(NC(=O)CCC(F)(F)F)ccc2O[C@@H]1CN(C)CC1CC1	.	-1
51	Cc1cc(C)c2nc(-c3ccccn3)cc(C(=O)NCCc3ccc(S(N)(=O)=O)cc3)c2c1	-4	6
52	Cn1cnnc1SC1CCCCC1NS(=O)(=O)c1ccc(Cl)cc1 (centres undefined)	4	-1
53	COc1ccc(CN(C)C[C@@H]2Oc3ccc(NC(=O)Nc4c(C)noc4C)cc3CC(=O)N([C@H](C)CO)C[C@H]2C)cc1	4	0
54	COc1ccccc1NC(=O)CSc1nnc(-c2cccc3ccccc23)n1-c1ccccc1	-16	4
55	CC(C)(C)NC(=O)CN(c1ccc2c3c(cccc13)CC2)S(C)(=O)=O	1	-3
56	C[C@@H]1CN([C@H](C)CO)C(=O)c2cc(NC(=O)c3ccncc3)ccc2O[C@@H]1CN(C)C(=O)NC1CCCCC1	8	1
57	Cc1noc(C)c1S(=O)(=O)N(C)C[C@@H]1Oc2ccc(NC(=O)C3CC3)cc2CC(=O)N([C@H](C)CO)C[C@@H]1C	.	-6
58	O=C(COc1ccc(Cl)cc1)Nc1ncccn1	74*	2
59	C[C@H](CO)N1C[C@H](C)[C@H](CN(C)Cc2ccc(F)cc2)Oc2ncccc2C1=O	4	.
60	Cc1noc(C)c1S(=O)(=O)Nc1ccc2c(c1)C(=O)N([C@@H](C)CO)C[C@H](C)[C@@H](CN(C)C(=O)c1ccncc1)OCCCC[C@H](C)O2	-2	.
61	Cc1ccc(SCC(=O)Nc2cccc(Oc3ccc4c(c3)C(=O)NC4=O)c2)cc1	7	7
62	Cc1ccc(S(=O)(=O)Nc2ccc3c(c2)CC(=O)N([C@@H](C)CO)C[C@@H](C)[C@@H](CN(C)CC2CC2)O3)cc1	.	-9
63	CC(C)NC(=O)Nc1ccc2c(c1)C(=O)N([C@H](C)CO)C[C@H](C)[C@H](CN(C)S(=O)(=O)c1ccc(Cl)cc1)OCCCC[C@@H](C)O2	.	-5
64	C[C@@H]1CN([C@H](C)CO)C(=O)Cc2cc(NC(=O)Cn3cnnn3)ccc2O[C@@H]1CN(C)Cc1ccc(C(F)(F)F)cc1	.	-2
65	C[C@@H]1CN([C@H](C)CO)C(=O)c2cccc(NS(=O)(=O)c3ccc(Cl)cc3)c2O[C@H]1CN(C)C(=O)Nc1ccccc1	13	.
66	C/C=C/c1cnc2c(c1)C(=O)N([C@H](C)CO)C[C@@H](C)[C@@H](CN(C)S(=O)(=O)c1ccc(OC)cc1)O2	-6	.
67	C[C@H](CO)N1C[C@H](C)[C@H](CN(C)Cc2ccc(Cl)c(Cl)c2)Oc2ccc(NC(=O)C3CC3)cc2C1=O	4	-2
68	C[C@H](CO)N1C[C@H](C)[C@H](CN(C)Cc2ccc(C(=O)O)cc2)Oc2ccc(NS(=O)(=O)c3ccc(Cl)cc3)cc2C1=O	.	-4
69	COc1ccc2c(c1)OC(C(=O)c1ccccc1)C2=O (centres undefined)	3	-3
70	C[C@H]1CN([C@@H](C)CO)C(=O)c2cc(-c3ccc(C#N)cc3)cnc2O[C@@H]1CN(C)C(=O)Nc1ccc(F)cc1	-7	.
71	CSc1cccc(NC(=O)CSc2nnc(-c3cccc(C)c3)o2)c1	103*	3
72	C[C@H]1CN([C@@H](C)CO)C(=O)CCCn2cc(nn2)CO[C@H]1CN(C)C	-9	0
73	C[C@H](CO)N1C[C@H](C)[C@@H](CN(C)C(=O)CCC(F)(F)F)OCCCC[C@H](C)Oc2ccc(NC(=O)Cc3ccccc3)cc2C1=O	-4	.
74	O=C(C[C@H]1C[C@@H]2c3cc(NC(=O)CC4CC4)ccc3O[C@@H]2[C@@H](CO)O1)NCC1CC1	3	.
75	Cc1c(CC(C)(C)C(=O)O)n(Cc2ccc(Cl)cc2)c2ccc(F)cc12	8	.
76	C[C@@H]1CCCCO[C@H](CN(C)Cc2ccc(C(=O)O)cc2)[C@@H](C)CN([C@H](C)CO)C(=O)c2cc(NC(=O)Nc3ccc(F)cc3)ccc2O1	7	2
77	CC(=O)OCC1=CCCC2[C@@]1(C)CC[C@@H](C)[C@]2(C)CCC(C)CC(=O)O (some centres undefined)	21	-7
78	CCOC(=O)c1sc(NC(=O)CSc2ccccn2)c(C#N)c1C	-11	1
79	COc1ccc(NC(=O)CCC(=O)c2ccc(-c3ccccc3)cc2)cc1	-13	-9
80	CCOC(=O)c1cc(-c2ccccc2)n(CCNC(=O)OC(C)(C)C)c1C	5	.
81	Cc1ccc([N+](=O)[O-])cc1NC(=O)CSc1nnc(-c2ccncc2)n1C	-4	0
82	Cc1noc(C)c1NC(=O)Nc1ccc2c(c1)C(=O)N([C@@H](C)CO)C[C@@H](C)[C@H](CN(C)Cc1ccc3c(c1)OCO3)O2	.	-1
83	O=C(CSc1ncnc2sc3c(c12)CCC3)NCC1CCCO1 (centres undefined)	11	-2
84	CC1CC(=O)C2=C(CCC34OC23C(=O)c2cccc(O)c2C4O)C1 (centres undefined)	-4	-5
85	Cc1ccc(N(C(C)C(=O)Nc2ccc(I)cc2)S(C)(=O)=O)cc1C (centres undefined)	0	-1
86	CS(=O)(=O)N(CC(=O)Nc1cccc([N+](=O)[O-])c1)c1ccc(F)c(Cl)c1	-3	-2

# The list is partial (hit frequency here may not be typical).
